# Source: PubChem BioAssay (several laboratories)
# Platelet DG rel – inhibitors of platelet dense granule secretion, primary screen, cell-based, MLPCN, human platelets | human platelet-rich plasma, SFLLRN dense granule ATP release, luminescence | inhibition, %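 (compounds screened at 7.5 µM in platelet-rich plasma)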 | 300,000 compounds, 0.22% hits | AID 1663, 2009;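 active = mean replicate score, as percent of positive control, at or above 50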
# SKKanGAS inh – S. pyogenes SKKanGAS growth inhibitors in kanamycin, primary screen, streptokinase expression inhibitor project, SKKanGAS strain, BacTiter-Glo luminescence | 6 h | inhibition, % at 7.5 µM | 300,000 compounds, 1.3% hits | AID 1662, 2009;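 active = mean replicate score, as percent of positive control median, at least 50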;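 note: strain carries kanamycin resistance gene driven by streptokinase promoter and grows in 40 µg/ml kanamycin; loss of luminescence reflects streptokinase promoter inhibition or plain growth inhibition; 0% = median of DMSO wells and 100% = positive control at its reference dose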
# MrgX1 PAM – positive allosteric modulators of MrgX1, primary screen, HEK293 cells, Fluo-4 calcium flux; Mas-related G-protein coupled receptor member X1 (Homo sapiens), Q96LB2; FDSS; stronger effect = higher value; B-score at 10 µM; 310,000 compounds, 0.63% hits;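 active = plate-corrected calcium response at least 3 library SD above typical, normal starting fluorescence, not activating the receptor alone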;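 note: compound read alongside a low EC10 to EC30 dose of BAM8-22 agonist; peak minus trough fluorescence over baseline measured at the second addition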
# TRPC4 inh – inhibitors of mouse TRPC4 channel, primary screen, Fluo4 calcium, HEK293 TRPC4beta/mu-opioid cells. DAMGO-evoked Fluo4 calcium flux; stronger effect = lower value. Short transient receptor potential channel 4 (Mus musculus), Q9QUQ5. 300,000 compounds, 0.39% hits. B-score at 10 µM;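 active = B-score over 3 SD under the library average, no early fluorescence shift, positive overall ratio signal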
#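 Assay system: Stable TRPC4beta/mu-opioid receptor HEK293 cells | Reagent: DAMGO in two steps, submaximal then maximal | Compound dosing: Single concentration per test compound | Signal: Fluo4 Ca2+ flux fluorescence | Evaluation: Per-well B score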
# RGS4 act – RGS4 potentiators or activators, primary screen, cell-based, HEK293 M3R inducible RGS4, calcium flux | 310,000 compounds, 0.92% hits | B-score at 10 µM | carbachol calcium flux Fluo4; stronger effect = lower value;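 active = B-score of the integrated calcium signal more than 4 SD below the library mean, with starting fluorescence not abnormally high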;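 note: negative B-score means reduced calcium response which marks RGS4 activation or potentiation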
#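 Also added: carbachol at ECmax as muscarinic agonist stimulus; Assay system: HEK293 cells with stable M3R and inducible RGS4; Timing: overnight RGS4 induction, 30 min dye load 37 °C, 20 min compound RT; Measured by: Fluo4-AM (2 µM) calcium-flux fluorescence, kinetic read.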
# MrgX1 agonist – agonists of human MrgX1 receptor, primary screen, HEK293 cells, Fluo-4 calcium flux. Mas-related G-protein coupled receptor member X1 (Homo sapiens), Q96LB2. Fluo-4 calcium fluorescence, agonist mode; stronger effect = higher value. B-score at 10 µM. 310,000 compounds, 0.44% hits;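 active = calcium response B-score plate-corrected fluorescence ratio at least 3 library SD, with starting fluorescence B-score inside 5 SD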
#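 Assay system: MrgX1-expressing HEK293 cells / Amount: fifteen thousand cells per well / Doses: test compound in the initial addition of three / Timing: cells plated overnight, dye loaded 0.5 h 37 °C, 0.5 h room temperature / Technique: kinetic calcium dye fluorescence, Fluo-4 NW / Control set: positive and negative controls per plate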
# TRPC6 inh – mouse TRPC6 channel inhibitors, primary screen, cell-based, HEK293, membrane potential dye; Short transient receptor potential channel 6 (Mus musculus), Q61143; ACh-evoked depolarization; stronger effect = lower value; B-score at 10 µM; 310,000 compounds, 1.1% hits; AID 2553, 2010;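 active = B-score under library mean minus 3 SD, initial fluorescence not abnormally high, positive integrated signal ratio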;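 note: B-score derived from integrated fluorescence ratio over the kinetic read; more negative B-score means stronger inhibition of depolarization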
# Target sequence (Q61143 whole entry, looked up): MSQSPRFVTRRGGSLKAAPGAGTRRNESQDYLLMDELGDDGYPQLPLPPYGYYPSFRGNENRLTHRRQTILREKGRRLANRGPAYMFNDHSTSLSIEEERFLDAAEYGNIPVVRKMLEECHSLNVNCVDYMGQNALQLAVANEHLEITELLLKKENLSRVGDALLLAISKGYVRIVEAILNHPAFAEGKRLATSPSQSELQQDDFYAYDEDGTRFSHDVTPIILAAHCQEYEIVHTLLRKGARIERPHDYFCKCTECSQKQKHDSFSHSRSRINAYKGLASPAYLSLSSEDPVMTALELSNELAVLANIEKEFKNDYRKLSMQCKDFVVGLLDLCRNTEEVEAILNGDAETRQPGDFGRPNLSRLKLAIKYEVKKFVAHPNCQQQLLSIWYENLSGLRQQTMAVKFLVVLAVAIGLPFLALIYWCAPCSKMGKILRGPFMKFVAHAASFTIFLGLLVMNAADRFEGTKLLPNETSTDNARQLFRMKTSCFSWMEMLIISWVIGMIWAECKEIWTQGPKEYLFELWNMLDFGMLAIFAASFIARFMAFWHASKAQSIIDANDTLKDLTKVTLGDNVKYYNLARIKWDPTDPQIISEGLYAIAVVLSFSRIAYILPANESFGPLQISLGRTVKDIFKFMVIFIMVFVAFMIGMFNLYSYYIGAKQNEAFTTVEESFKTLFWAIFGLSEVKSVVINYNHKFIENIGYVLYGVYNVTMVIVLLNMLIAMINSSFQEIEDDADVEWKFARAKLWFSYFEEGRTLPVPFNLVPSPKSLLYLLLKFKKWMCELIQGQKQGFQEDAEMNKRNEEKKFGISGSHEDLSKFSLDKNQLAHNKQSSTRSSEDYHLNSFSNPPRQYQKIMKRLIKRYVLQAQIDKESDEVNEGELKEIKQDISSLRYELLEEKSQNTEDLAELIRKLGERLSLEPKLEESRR
# TRPC6 act – mouse TRPC6 channel activators, primary screen, cell-based, HEK293, membrane potential dye. 310,000 compounds, 0.13% hits. Short transient receptor potential channel 6 (Mus musculus), Q61143. B-score at 10 µM. HEK293-TRPC6 membrane potential dye fluorescence; stronger effect = higher value;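 active = B-score of the integrated fluorescence ratio above library mean plus 3 SD, and starting fluorescence ratio within library mean plus 5 SD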;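 note: higher score means more depolarization so channel activation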
# RGS4 block – RGS4 inhibitors, primary screen, cell-based, HEK293 M3R inducible RGS4, calcium flux; B-score at 10 µM; Fluo-4 calcium flux; stronger effect = higher value; triggered by carbachol at its EC20; 310,000 compounds, 0.45% hits; Regulator of G-protein signaling 4 (Homo sapiens), P49798;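 active = B-score, a plate-corrected calcium signal, over three deviations above library mean, with baseline fluorescence within five deviations of library mean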;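 note: RGS4 expression induced by doxycycline in cells with stable M3 receptor; B-score is computed from the integrated fluorescence ratio over baseline after carbachol; higher B-score means a larger calcium signal and so more RGS4 inhibition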
# HIF activator – HIF pathway transcriptional activators, primary screen, cell-based, U2OS HRE-luciferase, luminescence; activation, % at 7.5 µM (by protocol); AID 1910, 2009; 300,000 compounds, 0.32% hits; U2OS HRE-luciferase reporter; normalized: DMSO 0%, desferrioxamine 100%;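 active = mean activation of at least 10% of the iron chelator positive control signal, with at least half of replicates also reaching 10%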
# MrgX1 antag – antagonists of human MrgX1 receptor, primary screen, HEK293 cells, Fluo-4 calcium flux. B-score at 10 µM. 310,000 compounds, 1.3% hits. BAM8-22 antagonism; stronger effect = lower value. AID 588676, 2011;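 active = calcium-response B-score plate-corrected more than 3 library SD below zero, starting fluorescence within 5 deviations, no agonist response on first addition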;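 note: peak minus trough fluorescence over baseline after final BAM8-22 challenge near maximal dose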
# An asterisk follows results filed as active; i = inactive; / = not tested or not shown.
SMILES,Platelet DG rel,SKKanGAS inh,MrgX1 PAM,TRPC4 inh,RGS4 act,MrgX1 agonist,TRPC6 inh,TRPC6 act,RGS4 block,HIF activator,MrgX1 antag
O=C(Cc1c(F)cccc1Cl)NNC(=O)Nc1ccc2c(c1)OCO2,2,-1,i,i,i,i,i,i,i,0.8,i
COc1ccc(-n2cc(-c3ccccc3)[n+]3c2CCCCC3)cc1,9,5,i,i,i,i,i,i,i,-0.1,i
O=C(Nc1nnc(C2CC2)s1)c1cc([N+](=O)[O-])ccc1N1CCCCC1,-15,-5,i,i,i,i,i,i,i,-39,i
NC(=O)CSc1nc2cccnc2n1-c1ccc(F)cc1,-4,4,i,i,i,i,i,i,i,1.0,i
Cc1ccsc1/C=C1\SC(N)=NC1=O,6,11,i,i,i,i,i,i,i,0.6,i
O=C(N/N=C/c1ccccn1)c1ccc(Cl)c(Cl)c1,-31,53*,i,i,i,i,i,i,i,7.3,i
Cc1ccc(-n2c(SCc3nc4ccccc4c(=O)[nH]3)nnc2-c2ccccc2O)cc1,-3,25,i,i,i,i,i,i,i,0.1,i
COc1cc(NC(=O)c2ccccc2[N+](=O)[O-])c(C(=O)O)cc1OC,0,5,i,i,i,i,i,i,i,-0.2,i
Cc1ccc(NC(=O)C(C)OC(=O)/C=C/c2ccccc2)cc1S(=O)(=O)N1CCOCC1 (configuration not stated),16,-1,i,i,i,i,i,i,i,-0.1,i
OCC(O)C(O)C(O)C(O)c1nc2ccccc2[nH]1 (configuration not stated),0,-3,i,i,i,i,i,i,i,0.3,i
CC(=O)NC1(C(F)(F)F)C(=O)Nc2c1c(=O)[nH]c(=O)n2Cc1ccco1 (configuration not stated),-9,0,i,i,i,i,i,i,i,-0.5,i
O=C(NCCCO)C(=O)NCC1OCCCN1S(=O)(=O)c1cccs1 (configuration not stated),-13,14,i,i,i,i,i,i,i,-0.3,i
Cc1cc(O)c(Oc2cc(C)cc(O)c2O)c(O)c1,-5,3,i,i,i,i,i,i,i,-0.2,i
CC(NC(=O)c1ccc2c(c1)OCO2)C1CCCO1 (configuration not stated),4,3,i,i,i,i,i,i,i,-0.2,i
O=C(c1ccccc1)N1CCN(C(=O)c2ccc([N+](=O)[O-])cc2)CC1,3,13,i,i,i,i,i,i,i,0.1,i
OCCC1CN(Cc2cccc3nccnc23)CCN1C1CCCC1 (configuration not stated),-3,-1,i,i,i,i,i,i,i,0.2,i
CCOC(=O)c1cc(CC)sc1NC(=O)C(c1ccccc1)c1ccccc1,-3,4,i,i,i,i,i,i,i,-22,i
Cc1cccc(-n2c(-c3ccccc3)c[nH]c2=S)c1C,1,3,i,i,i,i,i,i,i,0.6,i
COc1ccc(OC)c(S(=O)(=O)N2CCN(Cc3ccccc3)CC2)c1,-6,0,i,i,i,i,i,i,i,-3.7,i
COc1ccc(NC(=O)C(CCCCNC(=O)OC(C)(C)C)NC(=O)OCc2ccccc2)cc1 (configuration not stated),-3,-12,i,i,i,i,i,i,i,-0.7,i
O=C(N/N=C/C=C/c1ccccc1)c1ccc(Br)cc1,7,2,i,i,i,i,i,i,i,0.0,i
Cc1ccc(CNC(=O)C2CCN(S(=O)(=O)c3cccs3)CC2)o1,7,0,i,/,i,i,i,i,i,-0.3,i
O=C(CN1C(=O)S/C(=C\c2ccccc2)C1=O)NCCCn1ccnc1,3,-9,i,i,i,i,i,i,i,0.1,i
CCC(=O)N1CCc2cc(S(=O)(=O)CCC(=O)Nc3ccc(OC)c(OC)c3)ccc21,-2,-3,i,i,i,i,i,i,i,-0.3,i
CC1CCc2nc(NC(=O)CN3CCN(c4ccccc4)CC3)sc2C1 (configuration not stated),-3,36,i,i,i,i,i,i,i,0.4,i
COc1ccc(-c2nn(C)c(=O)c3ccccc23)cc1CNC(=O)NC1CCCCC1,-4,1,i,i,i,i,i,i,i,-0.4,i
CCOC(=O)N1CCN(C(=O)c2ccc(C#CC3(O)CCCCC3)cc2)CC1,/,4,i,i,i,i,i,i,i,0.4,i
O=C(CN1CCN(C(=S)NC2CCCC2)CC1)Nc1ccc(Oc2ccccc2)cc1,2,13,i,i,i,i,i,i,i,0.1,i
CNc1nccc(-c2ccc(F)cc2)c1C#N,-2,20,i,i,i,i,i,i,i,0.8,i
CC(=O)Nc1ccc(C(=O)NNC(=O)c2cccs2)cc1,0,1,i,i,i,i,i,i,i,-0.2,i
Cc1ccc(C(=O)NCC(=O)OCC(=O)Nc2ccccc2[N+](=O)[O-])cc1,9,-12,i,i,i,i,i,i,i,0.0,i
CCc1cc(Br)ccc1NC(=S)NCCc1ccccc1,/,/,i,i,i,i,i,i,i,/,i
CN(C(=O)COC(=O)COc1ccc(Cl)cc1)C1CCCCC1,-6,-17,i,i,i,i,i,i,i,0.1,i
CCn1c(COc2ccccc2)nnc1SCC(=O)Nc1cc(OC)ccc1OC,-6,5,i,i,i,i,i,i,i,0.0,i
COc1cc(CNCc2ccco2)cc(OC)c1O,15,0,i,i,i,i,i,i,i,-0.4,i
CCCn1c(SCC(=O)Nc2nnc(-c3ccccc3)s2)nnc1-c1ccccn1,-4,5,i,i,i,i,i,i,i,0.3,i
COc1ccc(C(NC(C)=O)c2cc(Cl)c3cccnc3c2O)cc1 (configuration not stated),0,53*,i,i,i,i,i,i,i,7.5,i
COc1cc(NC(=O)Cn2cnc3sc(C)c(S(=O)(=O)N4CCOCC4)c3c2=O)cc(OC)c1OC,-10,-7,i,i,i,i,i,i,i,0.9,i
N#Cc1c2n(c(=S)n(-c3ccccn3)c1=O)CCCCC2,6,4,i,i,i,i,i,i,i,1.6,i
O=C(COC(=O)C1CCN(S(=O)(=O)c2cc([N+](=O)[O-])ccc2Cl)CC1)Nc1ncc(Cl)cc1Cl,-1,-6,i,i,i,i,i,i,i,-0.7,i
COCC(C)n1c(C)cc(C(=O)CN2C(=O)NC3(CCCCC3C)C2=O)c1C (configuration not stated),-9,6,i,i,i,i,i,i,i,0.3,i
CC(C)Cn1c(-c2csc3ccccc23)n[nH]c1=S,1,-4,i,i,i,i,i,i,i,-0.1,i
Cc1nc2nc(C)c(CCC(=O)NCCC3=CCCCC3)c(C)n2n1,-3,-3,i,i,i,i,i,i,i,-0.3,i
CCCc1cc(=O)oc2c(C)c(OC(C)C(=O)NCc3ccccn3)ccc12 (configuration not stated),14,-2,i,i,i,i,i,i,i,-0.1,i
CC(=O)NCC(=O)OCC(=O)c1ccc(C)cc1,-3,-16,i,i,i,i,i,i,i,-0.3,i
COc1ccc(CNC(=O)C2CCN(C(=O)c3sccc3-n3cccc3)CC2)cc1,-5,-5,i,i,i,i,i,i,i,/,i
c1ccc(Cc2nn3c(Cn4cnc5ccccc54)nnc3s2)cc1,-5,-1,i,i,i,i,i,i,i,-0.5,i
CCN(CCn1cccn1)Cc1c(C(=O)N2CCCCCCC2)nc2ccc(Cl)cn12,6,-7,i,i,i,i,i,i,i,0.6,i
O=C(OCCN=C1NS(=O)(=O)c2ccccc21)c1ccccc1F,-7,-9,i,i,i,i,i,i,i,-0.1,i
Cc1cccc(-n2nnc3c(=O)n(Cc4ccccn4)cnc32)c1,-44,-9,i,i,i,i,i,i,i,0.2,i
Cc1ccc(S/C=C\C(=O)c2ccccc2)cc1,20,-2,i,i,i,i,i,i,i,1.4,i
CCCn1c2ccccc2c2nnc(SCC(=O)Nc3cc(C)on3)nc21,13,-4,i,i,i,i,i,i,i,-0.5,i
O=C(NC(c1ccccc1)c1ccccc1)N1CCN(CCO)CC1,9,0,i,i,i,i,i,i,i,0.0,i
CCCCCC(=O)N1CCN(S(=O)(=O)c2ccc3c(c2)OCCCO3)CC1,-4,1,i,i,i,i,i,i,i,-0.5,-12*
c1ccc(-c2c[n+]3c(n2-c2ccccc2)SCC3)cc1,12,-4,i,i,i,i,i,i,i,-0.5,i
Cc1cccc(CNC(=O)c2ccc(NC(=O)C3=CSCCO3)cc2)c1,4,1,i,i,i,i,i,i,i,0.7,i
COc1ccc(NC(=O)CN(C)C(=O)CCCN2C(=O)c3cccc4cccc(c34)C2=O)cc1,-4,-4,i,i,i,i,i,i,i,0.5,i
Cc1ccc2nc(C(Cl)(Cl)Cl)nc(N/N=C/c3ccncc3)c2c1,1,8,i,i,i,i,i,i,i,-0.1,i
Cn1cc(C(=O)c2ccc(Cl)cc2Cl)cc1C(=O)N/N=C(\N)COc1ccccc1,-15,-1,i,i,i,i,i,i,i,-0.1,i
C/C(=N/NC(=O)c1ccc(Br)s1)c1ccncc1,1,3,i,i,i,i,i,i,i,0.0,i
# Other structures follow:
SMILES,Platelet DG rel,SKKanGAS inh,MrgX1 PAM,TRPC4 inh,RGS4 act,MrgX1 agonist,TRPC6 inh,TRPC6 act,RGS4 block,HIF activator,MrgX1 antag
CCCN(CCC)C(=S)NC1CC2C=CC1C2 (configuration not stated),3,1,i,i,i,i,i,i,i,-0.1,i
CC(C)Cn1c(-c2ccc(Br)o2)n[nH]c1=S,12,13,i,i,i,i,i,i,i,-0.4,i
CCN(CC)CCNc1ncnc2c1sc1nc(N3CCOCC3)c3c(c12)CC(C)(C)SC3,3,-2,i,i,i,i,i,i,i,-1.3,i
CCN(CC)S(=O)(=O)c1ccc(OCC(=O)NC(=O)c2ccccc2OC)c([N+](=O)[O-])c1,23,1,i,i,i,i,i,i,i,-0.1,i
COc1ccc(CNC(=O)CCC(=O)Nc2ccc(Cl)cc2)cc1,-3,-11,i,i,i,i,i,i,i,0.1,i
